NCI-60 one-dose screen, 48 h, at 10 µM unless noted. Numbers give growth in % (100 = growth as untreated, 0 = no growth, -100 = all killed).
UACC-62: UACC-62 melanoma; actives 5.4% (n = 81,000)
SK-MEL-28: SK-MEL-28 melanoma; actives 4.1% (n = 81,000)
SK-MEL-2: SK-MEL-2 melanoma | actives 4.7% (n = 77,000) | AID 1794763
SK-MEL-5: SK-MEL-5 melanoma; actives 6.4% (n = 80,000); AID 1794755
MALME-3M: MALME-3M melanoma. AID 1794766. actives 5.8% (n = 78,000)
LOX IMVI: LOX IMVI melanoma | actives 7.4% (n = 79,000) | AID 1794757
UACC-257: UACC-257 melanoma | actives 4.4% (n = 78,000) | AID 1794764
MDA-MB-435: MDA-MB-435 melanoma. actives 7.8% (n = 82,000). AID 1794794
* hit, by the source's call; . = no result given. The calls were made as follows: active = growth percent below 10; inactive = the rest.

1) COc1cc2cn3c4ccc(O)cc4nc(N)c3c2cc1OC
2) N#C/C(C(=O)Nc1ccc(S(N)(=O)=O)cc1)=C1\C(=O)N(Cc2ccccc2)c2ccccc21
3) O=P(C(=S)Nc1ccccc1Cl)(c1ccccc1)c1ccccc1
4) Oc1ccc(Sc2ccc(O)cc2O)c(O)c1
5) O=C(Nc1ccccc1)Nc1ccc(Nc2ncnc3sc4c(c23)CCCC4)cc1
6) c1ccc(Cn2cc3c(c2-c2ccccc2)CCc2c(CN4CCCC4)noc2-3)cc1
7) CCC(CC)NCCCCCNc1cc(OC)cc2cccnc12
8) Cc1ccc(N2CC(c3nc4ccccc4o3)CC2=O)cc1 (configuration not stated)
compound no.	1	2	3	4	5	6	7	8
MALME-3M	31	100	100	111	102	78	119	108
SK-MEL-2	21	97	117	107	114	108	80	106
SK-MEL-5	-55*	90	100	105	97	74	95	99
UACC-62	-59*	83	98	101	98	83	94	97
MDA-MB-435	12	96	98	102	112	98	107	105
LOX IMVI	-40*	93	.	115	99	98	86	98
UACC-257	7.0*	82	111	99	94	103	101	96
SK-MEL-28	39	104	107	104	116	99	108	102

9) CCOC(=O)C12CCCC1=NN=C2C1=NN=C2CCCC21C(=O)OCC (configuration not stated)
10) O=C(O)CSc1ccc(NCc2oc(CO)cc(=O)c2O)cc1
11) Cc1ccc(S(=O)(=O)N2CCC2)cc1
12) C#CCN1C(=O)c2cccc3c(-c4ccc5c(c4)c(-c4nc6ccccc6s4)cn5CC=C)ccc(c23)C1=O
13) COc1ccccc1-n1cc(C#N)c(N)c1C(=O)c1ccc(C)cc1
14) CSc1c(-c2nc3ccccc3s2)c(N)nc2c(C(N)=O)c(Nc3ccc(Cl)cc3)nn12
15) COc1c(C)c(C)c(OC)c2c1[nH]c(=O)c1c3ncccc3cn21
16) CCCCN(CCCC)S(=O)(=O)c1ccccc1
compound no.	9	10	11	12	13	14	15	16
MALME-3M	91	100	93	103	.	95	131	88
SK-MEL-2	113	119	112	97	79	.	98	138
SK-MEL-5	101	100	98	97	92	79	76	97
UACC-62	90	102	106	97	22	94	82	.
MDA-MB-435	103	116	100	102	5.3*	99	98	98
LOX IMVI	97	92	99	95	80	92	90	94
UACC-257	84	105	94	101	78	90	109	119
SK-MEL-28	96	104	103	104	74	102	121	104

17) CCOC(=O)C1=C(C)c2ccc(OC)c(OC)c2C1
18) CCOC(=O)C1=Nc2cccc3c(O)ccc1c23
19) CC(=O)/C=C\C(C)=O
20) O=C(Nc1nc2cccc(-c3ccc(CN4CCS(=O)(=O)CC4)cc3)n2n1)C1CC1
21) Cc1sc2nc3nc(CC(=O)Nc4ccccc4)[nH]n3c(=O)c2c1C
22) O=C(CSc1n[nH]c(-c2ccncc2)n1)c1ccccc1
23) CCOC(=O)C[n+]1ccccc1
24) O=c1cc(-c2ccccc2)[nH]c(=S)[nH]1
compound no.	17	18	19	20	21	22	23	24
MALME-3M	123	.	104	105	124	94	104	83
SK-MEL-2	90	.	104	.	105	105	130	99
SK-MEL-5	96	96	106	75	99	96	103	104
UACC-62	98	104	112	88	98	98	92	106
MDA-MB-435	112	100	108	91	103	102	98	104
LOX IMVI	96	101	97	60	100	100	92	98
UACC-257	98	94	99	86	.	99	93	109
SK-MEL-28	.	104	105	90	122	109	97	103

At a glance, part of the list above:
17) CCOC(=O)C1=C(C)c2ccc(OC)c(OC)c2C1
18) CCOC(=O)C1=Nc2cccc3c(O)ccc1c23
19) CC(=O)/C=C\C(C)=O
20) O=C(Nc1nc2cccc(-c3ccc(CN4CCS(=O)(=O)CC4)cc3)n2n1)C1CC1
21) Cc1sc2nc3nc(CC(=O)Nc4ccccc4)[nH]n3c(=O)c2c1C
compound no.	17	18	19	20	21
MALME-3M	123	.	104	105	124
SK-MEL-2	90	.	104	.	105
SK-MEL-5	96	96	106	75	99
UACC-62	98	104	112	88	98
MDA-MB-435	112	100	108	91	103
LOX IMVI	96	101	97	60	100
UACC-257	98	94	99	86	.
SK-MEL-28	.	104	105	90	122

The listing continues:
25) COc1ccc(C(=O)c2cc(OC)c3c(c2)OCO3)cc1O
26) O=C(CNc1nc(-c2ccccc2)cs1)Nc1cccc(Cl)c1
27) C=C(C)[C@@H]1CC[C@]2(C=NCCC(=O)O)CC[C@]3(C)[C@H](CC[C@@H]4[C@@]5(C)CCC(=NCCC(=O)O)C(C)(C)[C@@H]5CC[C@]43C)[C@@H]12
28) CCCCCC(C)OC(=O)c1ccccc1 (configuration not stated)
29) C=CC(=O)Nc1cccc(-c2nc(SC)nc(NCCO)c2C#N)c1
30) CC[C@@H](C)[C@@H]1NC(=O)[C@H]([C@@H](C)CC)NC(=O)[C@@H]2CCCN2C(=O)[C@@H]2CCCN2C(=O)[C@H](CCCNC(=N)N)NC(=O)[C@H](CCCNC(=N)N)NC(=O)[C@@H](CC(C)C)NC(=O)[C@H](Cc2ccccc2)NC(=O)[C@@H](NC(=O)[C@@H](N)CS)CSSC[C@H](C(=O)N[C@@H](C)C(=O)O)NC(=O)[C@H](Cc2c[nH]c3ccccc23)NC(=O)[C@H](Cc2ccccc2)NC(=O)[C@H](Cc2ccccc2)NC(=O)CNC(=O)[C@H](CCC(=O)O)NC(=O)[C@@H](Cc2cnc[nH]2)NC(=O)[C@H](Cc2cnc[nH]2)NC(=O)[C@H](CC(C)C)NC(=O)[C@@H](CC(C)C)NC(=O)[C@H](Cc2ccccc2)NC(=O)[C@H]([C@@H](C)CC)NC(=O)[C@H](CCCNC(=N)N)NC1=O
31) O=C(CSc1oc(-c2ccccc2)nc1S(=O)(=O)c1ccccc1)Nc1ccc(F)cc1
32) COc1ccc(/C=N/C2=C(C#N)C(c3ccco3)c3ccc4ccccc4c3O2)cc1 (configuration not stated)
compound no.	25	26	27	28	29	30	31	32
MALME-3M	51	64	101	109	108	124	56	110
SK-MEL-2	72	38	101	112	87	111	88	98
SK-MEL-5	-52*	36	100	108	97	100	79	.
UACC-62	44	20	94	106	93	122	66	96
MDA-MB-435	-22*	42	101	100	93	108	95	103
LOX IMVI	27	8.0*	98	102	89	111	94	100
UACC-257	66	63	107	104	92	100	93	107
SK-MEL-28	66	43	113	113	118	101	98	116

33) O=C1Nc2ccc(F)cc2/C1=C/c1cccc(OCc2ccccc2)c1
34) CCOc1ccc(-c2nn(-c3ccccc3)cc2/C=C2\SC(=S)N(CCCC(=O)O)C2=O)cc1[N+](=O)[O-]
35) O=C(O)c1ccc(-n2cc(/C=N/Nc3ccc(F)cc3)c(-c3ccc(F)cc3F)n2)cc1
36) CCCCCCCCCCCCCCCCCCNC(=O)[C@H]1CSC(c2cccs2)N1 (some centres not stated)
37) Cc1ccccc1C#N
38) COc1ccc(/C=N/N=C(N)/C(N)=N/N=C/c2ccc(OC)c(S(=O)(=O)O)c2)cc1S(=O)(=O)O
39) Clc1ccc2c(c1)C1CC(c3ccco3)=NN1C(c1ccncc1)O2 (configuration not stated)
40) N#Cc1c(Cl)nc(SCC(=O)N2CCN(c3cc4c(cc3F)c(=O)c(C(=O)O)cn4C3CC3)CC2)nc1-c1ccc(Br)cc1
compound no.	33	34	35	36	37	38	39	40
MALME-3M	32	74	82	-78*	103	110	106	109
SK-MEL-2	-23*	90	71	-87*	114	105	108	113
SK-MEL-5	-25*	55	81	-66*	110	98	100	97
UACC-62	17	46	33	-92*	99	90	87	92
MDA-MB-435	5.7*	77	83	-90*	104	100	104	105
LOX IMVI	-79*	51	35	14	103	98	89	95
UACC-257	27	86	112	-18*	115	92	97	99
SK-MEL-28	36	55	99	-90*	111	99	110	102

41) COc1ccc(-c2cc(-c3cccn3C)[nH]c(=O)c2C#N)cc1
42) CN(C)c1ccc(/C=N/NC(=O)c2ccccc2Nc2ccnc(C(F)(F)F)c2)cc1
43) C#CCC(C(=O)OCC)C(=O)OCC
44) COCc1ccc(NC(=O)Cn2ccc3c(NC(C)c4ccc(C(F)(F)F)nc4)cccc3c2=O)cc1 (configuration not stated)
45) COc1cc(/C=C/C(=O)c2ccc(Nc3ncnc4ccccc34)cc2)cc(OC)c1OC
46) O=C1c2cccc3cccc(c23)C(=O)N1N1C(=O)c2cccc3c(-c4ccc(F)cc4)ccc(c23)C1=O
47) CC(=O)C1=C(C)NC(SCC(=O)Nc2ccc(S(=O)(=O)Nc3cc(C)on3)cc2)=NC1c1ccccc1 (configuration not stated)
48) O=C(Nc1nnc(-c2ccncc2)s1)c1ccccc1
compound no.	41	42	43	44	45	46	47	48
MALME-3M	104	110	110	76	89	101	100	87
SK-MEL-2	122	76	107	107	126	112	119	.
SK-MEL-5	94	93	105	90	101	103	101	96
UACC-62	88	80	101	81	92	103	97	98
MDA-MB-435	104	110	98	98	16	107	100	102
LOX IMVI	84	89	99	96	59	.	93	.
UACC-257	110	93	108	103	79	107	103	95
SK-MEL-28	104	109	109	104	100	112	110	99

49) COc1cc(CNC(=O)CCCC/C=C/C(C)C)ccc1OCc1cn(-c2cccc([N+](=O)[O-])c2)nn1
50) Cc1ccc(C(=O)CSc2nc3ccc(C)cc3c(=O)n2-c2ccc(F)cc2)cc1
51) CCOC(=O)c1c[nH]c2c(Cl)c(Cl)ccc2c1=O
52) O=C(NO)c1ccccc1
53) CC(=O)NC1c2ccccc2-c2ccccc21
54) CC1(C)[C@@H](O)CC[C@]2(C)[C@H]3CC[C@@H]4[C@H]5[C@H](C(=O)/C=C/c6ccc(C(F)(F)F)cc6)CC[C@]5(CO)CC[C@@]4(C)[C@]3(C)CC[C@@H]12
55) CC(=O)c1cc(C(C)C)ccc1C
56) Cc1cc2cccc3c2n1CCC3N1CCCC1=O (configuration not stated)
compound no.	49	50	51	52	53	54	55	56
MALME-3M	103	80	97	94	91	8.4*	99	93
SK-MEL-2	88	116	.	111	104	84	104	95
SK-MEL-5	93	72	101	110	98	13	104	110
UACC-62	70	86	103	81	97	36	100	105
MDA-MB-435	101	90	99	103	94	43	105	103
LOX IMVI	93	73	104	91	102	.	95	102
UACC-257	94	86	98	100	100	67	101	104
SK-MEL-28	106	88	105	123	101	55	99	116

57) O=C(NC1CCCCCCC1)c1ccc(S(=O)(=O)N2CCCCC2)cc1
58) COc1cc(NC(=O)CSc2nc3ccccc3c(=O)n2CCc2ccc(S(N)(=O)=O)cc2)cc(OC)c1OC
59) C#CCSC(CC)(CC)C(N)=O
60) O=C(O)c1ccc(F)c(C(=O)O)c1
61) COc1cccc(-n2cc(C#N)c(N)c2C(=O)c2ccc(F)cc2)c1
62) O=S1(=O)C[C@H](O)[C@H](O)CS1
63) CC(=O)Nc1ccc(N=Nc2c(S(=O)(=O)O)cc3cc(S(=O)(=O)O)cc(O)c3c2O)cc1
64) CCN(CC)C(=O)c1nc(-c2cccc3ccccc23)no1
compound no.	57	58	59	60	61	62	63	64
MALME-3M	76	104	102	122	113	109	111	83
SK-MEL-2	78	110	107	120	93	109	107	110
SK-MEL-5	49	100	105	100	93	104	71	97
UACC-62	81	99	99	96	65	95	89	95
MDA-MB-435	96	108	107	103	39	100	76	93
LOX IMVI	91	99	99	96	92	98	80	98
UACC-257	101	114	93	96	87	101	87	94
SK-MEL-28	100	109	104	115	100	.	99	106

Part of the list above with just MDA-MB-435:
no. | compound | MDA-MB-435
61 | COc1cccc(-n2cc(C#N)c(N)c2C(=O)c2ccc(F)cc2)c1 | 39
14 | CSc1c(-c2nc3ccccc3s2)c(N)nc2c(C(N)=O)c(Nc3ccc(Cl)cc3)nn12 | 99
19 | CC(=O)/C=C\C(C)=O | 108
30 | CC[C@@H](C)[C@@H]1NC(=O)[C@H]([C@@H](C)CC)NC(=O)[C@@H]2CCCN2C(=O)[C@@H]2CCCN2C(=O)[C@H](CCCNC(=N)N)NC(=O)[C@H](CCCNC(=N)N)NC(=O)[C@@H](CC(C)C)NC(=O)[C@H](Cc2ccccc2)NC(=O)[C@@H](NC(=O)[C@@H](N)CS)CSSC[C@H](C(=O)N[C@@H](C)C(=O)O)NC(=O)[C@H](Cc2c[nH]c3ccccc23)NC(=O)[C@H](Cc2ccccc2)NC(=O)[C@H](Cc2ccccc2)NC(=O)CNC(=O)[C@H](CCC(=O)O)NC(=O)[C@@H](Cc2cnc[nH]2)NC(=O)[C@H](Cc2cnc[nH]2)NC(=O)[C@H](CC(C)C)NC(=O)[C@@H](CC(C)C)NC(=O)[C@H](Cc2ccccc2)NC(=O)[C@H]([C@@H](C)CC)NC(=O)[C@H](CCCNC(=N)N)NC1=O | 108

(list continues)
65) CN(C)CCNC(=O)Cn1c2c(c3c(O)cccc31)C(=O)c1ccccc1-2
66) c1ccc(OC2COC(Oc3ccccc3)CO2)cc1 (configuration not stated)
67) Clc1ccc(-c2nc3ccc(/C(=N\N=C\c4ccccc4)c4ccccc4)cc3[nH]2)cc1
68) Cc1cc2n(n1)-c1ncccc1Oc1ccc(Cl)cc1-2
69) CCOC(=O)c1sc(Nc2ncccn2)nc1-c1ccccn1
70) CN1CCN(C(=O)N/C(N)=N/c2nc3ccccc3s2)CC1
compound no.	65	66	67	68	69	70
MALME-3M	91	113	98	102	107	79
SK-MEL-2	104	114	96	87	60	99
SK-MEL-5	101	100	87	101	83	84
UACC-62	89	101	89	93	98	73
MDA-MB-435	116	102	89	102	103	85
LOX IMVI	97	107	85	95	80	.
UACC-257	103	99	101	94	100	89
SK-MEL-28	95	117	91	114	95	93

Source: PubChem BioAssay (NCI)
